Screening data as filed in PubChem BioAssay.
PMI inhibition – MPI inhibition at elevated mannose 6-phosphate – biochemical, fluorescence intensity, high mannose 6-phosphate, primary screen (AID 1220). inhibition, % at 20 µM, or IC50 in µM where a hit was titrated. recombinant PMI enzyme, coupled fluorescence intensity; higher % means a stronger effect. hit rate 0.66% among 190,000
Yfh1-depleted yeast – mitochondrial function rescue without frataxin homolog – Friedreich's ataxia, plus single-dose screen, dose response (AID 1465); S. cerevisiae Yfh1-off respiration, WST-1 reduction, 72 h; higher fold induction means a stronger effect; one-dose fold induction at 50 µM; EC50 in µM for titrated hits; hit rate 0.074% among 220,000;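 active = fold induction of absorbance versus untreated yeast above a set limit, then at least 30% activation at any dose in follow-up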;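 note: activators that raise dye reduction in frataxin-depleted yeast; strong numbers were not always called active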
PMI inhibitors – MPI enzyme activity inhibition – biochemical, fluorescence intensity, coupled assay, primary screen (AID 1209). purified PMI enzyme, coupled fluorescence intensity; higher % means a stronger effect. inhibition, % at 20 µM; hits with a dose series show IC50 in µM. hit rate 0.42% among 190,000;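 note: plate controls were DMSO vehicle for no effect and wells lacking substrate for full effect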
LYP phosphatase – PTPN22 lymphoid phosphatase activity blockers – biochemical, fluorescence intensity, uHTS (AID 1779) | recombinant LYP phosphatase, fluorescence intensity; higher % means a stronger effect | inhibition, % at 11.5 µM, or IC50 in µM where a hit was titrated | hit rate 0.054% among 290,000;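 note: plate controls were vehicle with enzyme for no effect and no enzyme for full effect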
XIAP displacement – XIAP antagonists, biochemical, IAP family, fluorescence polarization (AID 1018); XIAP BIR domain, fluorescence polarization peptide displacement; higher % means a stronger effect; displacement, % at 20 µM, or IC50 in µM where a hit was titrated; hit rate 0.007% among 200,000; in the data active = displacement above about 50%; note: a part of the inactive calls stands beside numbers as strong as those of hits
P. falciparum M17LAP – P. falciparum M17LAP inhibitors, primary screen, biochemical, fluorogenic H-Leu-NHMec substrate, 1536-well (AID 1619). recombinant M17LAP, H-Leu-NHMec fluorogenic kinetic assay; higher % means a stronger effect. hit rate 0.38% among 220,000. one-dose inhibition, % at 30 µM; IC50 in µM for titrated hits;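 active = compound inhibiting the enzyme by more than half at any dose during confirmatory dose-response retesting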;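 note: plate controls were full reaction with DMSO carrier for no effect and no enzyme background for full effect; strong numbers were not always called active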
TNAP activators – human TNAP enzyme activators, primary screen, biochemical, luminescent, no phosphate acceptor, uHTS (AID 1001); hit rate 0.03% among 200,000; one-dose activation fold at 20 µM; EC50 in µM for titrated hits; purified TNAP, luminescent activation assay, no phosphate acceptor; higher activation fold means a stronger effect; in the data active = activation fold from about 3, or a potency from the dose series; inactive = the rest, 99 in 100 with activation fold below about 1.6; note: many of its hits are not listed in these tables
WT yeast gro inh – growth inhibition of WT yeast, mitochondrial fusion screen. mitochondrial fusion phenotypic screen, WT strain. hit rate 2.1% among 190,000. inhibition, % at 10 µM; in the data active = inhibition above about 58%; tested in S. cerevisiae
P. falciparum M1AAP – P. falciparum M1AAP inhibitors, biochemical, fluorogenic H-Leu-NHMec substrate, 1536-well (AID 1445). recombinant M1AAP, H-Leu-NHMec fluorogenic kinetic assay; higher % means a stronger effect. one-dose inhibition, % at 30 µM; IC50 in µM for titrated hits. hit rate 0.42% among 220,000;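 active = primary inhibition above the hit cutoff, then over 50% inhibition at one or more dose response concentrations, cut at about 23% in these data, passing the limit was not always enough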;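 note: plate controls were DMSO full reaction for no effect and no enzyme background for full effect; strong numbers were not always called active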
WT yeast gro inh mutant strain – further read-out of WT yeast gro inh, marked with its call; inhibition, %; mitochondrial fusion phenotypic screen, mutant strain inhibition
* hit, by the source's call; i = inactive; . = no result given. Cut-off read from the data, not from the text of the source, unless noted: active = inhibition above about 50%; inactive = the rest.

The opening 3 entries, to show the layout:
canonical_smiles	PMI inhibition	Yfh1-depleted yeast	PMI inhibitors	LYP phosphatase	XIAP displacement	P. falciparum M17LAP	TNAP activators	WT yeast gro inh	WT yeast gro inh mutant strain	P. falciparum M1AAP
O=C1C(c2ccc(F)cc2)N(CC2COc3ccccc3O2)C(=O)CN1C1CCCCC1 (stereo not given)	49%	i	5%	-3%	-4.6%	-3%	1.1	3	-8	5%
O=C(CCNS(=O)(=O)c1cccc2nsnc12)NCc1cccs1	-5%	i	3%	-1%	-2.7%	-3%	1.1	3	0	1%
CC1CCN(c2nc(CN3CCCCC3)nc3scc(-c4ccccc4)c23)CC1	4%	i	2%	-4%	0.5%	9%	1.1	68*	27*	2%

All compounds of this part, previewed entries included:
canonical_smiles	PMI inhibition	Yfh1-depleted yeast	PMI inhibitors	LYP phosphatase	XIAP displacement	P. falciparum M17LAP	TNAP activators	WT yeast gro inh	WT yeast gro inh mutant strain	P. falciparum M1AAP
O=C1C(c2ccc(F)cc2)N(CC2COc3ccccc3O2)C(=O)CN1C1CCCCC1 (stereo not given)	49%	i	5%	-3%	-4.6%	-3%	1.1	3	-8	5%
O=C(CCNS(=O)(=O)c1cccc2nsnc12)NCc1cccs1	-5%	i	3%	-1%	-2.7%	-3%	1.1	3	0	1%
CC1CCN(c2nc(CN3CCCCC3)nc3scc(-c4ccccc4)c23)CC1	4%	i	2%	-4%	0.5%	9%	1.1	68*	27*	2%
Cc1ccc2c([N+](=O)[O-])cccc2n1	-4%	i	-2%	-4%	-3.2%	-1%	1.1	-1	2	5%
CCn1cc([N+](=O)[O-])c(C(=O)Nc2cc(C)on2)n1	-6%	i	1%	0%	-5.0%	5%	1.1	0	3	-5%
O=C(CSc1ncn[nH]1)Nc1nc(-c2cccc([N+](=O)[O-])c2)cs1	.	i	.	-5%	.	-2%	.	.	.	-2%
CC(C)c1ccc(C(CC(=O)O)NC(=O)c2cccs2)cc1 (stereo not given)	-9%	i	-8%	-3%	-8.4%	2%	1.1	-7	1	7%
CCCNC(=O)c1cccc(Cn2nc(C)c(Br)c2C)c1	-13%	i	-4%	-5%	-0.2%	-7%	1.1	-5	2	8%
Cc1nc2sc(C(c3ccc(Cl)cc3)N3CCN(C(=O)c4ccco4)CC3)c(O)n2n1 (stereo not given)	4%	i	9%	-6%	-3.5%	3%	1.1	-13	-5	-2%
CCOC(=O)N1CCC(NC(=O)Cn2cc3c(n2)CCCC3)CC1	11%	i	9%	-3%	-3.8%	6%	1.1	-2	0	-3%
Oc1nc(Nc2ccccc2)sc1/C=C1\C=Nc2ccccc21	.	i	.	1%	.	6%	.	.	.	12%
CC(=O)Nc1cccc(/C(C)=N/Nc2nc3ccccc3s2)c1	10%	i	12%	-6%	-11%	2%	1.2	-18	-2	1%
COc1cc([N+](=O)[O-])ccc1NC(=O)Cn1ccsc1=N	-3%	i	0%	0%	1.2%	5%	1.1	-8	5	7%
COc1ccc(/C=C/C(=O)Nc2ccc(-c3nnc4n3CCCCC4)cc2)c(OC)c1	-11%	i	1%	3%	-3.6%	13%	0.8	-8	1	13%
NC(=O)COc1ccc(C2c3c(oc4ccccc4c3=O)C(=O)N2CC2CCCO2)cc1 (stereo not given)	-2%	i	3%	0%	-1.8%	2%	1.1	-16	2	12%
CCC(CC)C(=O)Nc1cccc(C(=O)Nc2ccc(S(N)(=O)=O)cc2)c1	-4%	i	-1%	-6%	-6.0%	-3%	1	-13	-4	1%
N#Cc1c(N2CCCCC2)nc(N)c2c(N)nc3c(c12)CC(c1ccccc1)O3 (stereo not given)	56%*	i	33%	6%	-1.4%	-11%	1.1	14	-4	13%
O=C1CCCC(NCCCCCCNC2=C([N+](=O)[O-])C(=O)CCC2)=C1[N+](=O)[O-]	1%	i	-1%	-8%	-9.3%	16%	1	-5	3	23%
CCOc1cc(/C=N/NC(N)=O)cc(Br)c1OCc1ccccc1F	8%	i	-8%	-3%	-3.2%	2%	1	-24	-14	2%
COc1ccc2c(c1)CCC1C2=NN(/C(C)=C/C(C)=O)C1c1cccc(F)c1 (stereo not given)	44%	i	12%	1%	-13%	23%	0.8	2	-18	5%
OCCC1CN(Cc2cnc(-c3ccccc3)s2)CCN1C1CCCC1 (stereo not given)	1%	i	3%	-4%	-1.5%	1%	1	6	10	0%
Cn1nnnc1SCc1cccc(CSc2nnnn2C)n1	-8%	i	-2%	-7%	-2.1%	-9%	1.1	-10	6	16%
CC1CC(O)C(C)CN1 (stereo not given)	.	i	.	-4%	.	8%	.	.	.	2%
CC(=O)c1ccc(NC(=O)C(C)Sc2nnnn2C)cc1 (stereo not given)	2%	i	6%	-7%	0.4%	-1%	1.1	3	13	6%
Cc1ccc(S(=O)(=O)c2nc(-c3cccs3)oc2SCC(N)=O)cc1	-29%	i	9%	-2%	-4.0%	-1%	1.1	-2	-4	9%
Cc1cc(C)cc(N(C(=O)C(F)(F)F)C(C(=O)NC2CCCCC2)c2cccs2)c1 (stereo not given)	4%	i	11%	0%	-2.1%	10%	1.1	4	4	4%
O=C(Nc1ccc2c(c1)OCO2)c1ccc(Br)s1	7%	i	10%	-10%	-0.6%	-4%	1.1	20	14	7%
Cn1cnc(S(=O)(=O)Nc2cc(C(F)(F)F)ccc2N2CCOCC2)c1	.	i	.	-5%	.	-7%	.	.	.	3%
O=[n+]1c2c(n([O-])c3cc(F)ccc31)CCCC2	28%	.	6%	-3%	-4.2%	6%	1	2	8	0%
O=C(CN1CCOCC1)c1c[nH]c2ccccc12	-6%	i	2%	-7%	-5.2%	18%	1.1	-20	-8	8%
Cc1onc(-c2c(F)cccc2Cl)c1C(=O)c1ccccc1O	.	i	.	-7%	.	-3%	.	.	.	1%
O=C(CCc1nc2ccccc2[nH]1)N1CCN(C(=O)c2ccco2)CC1	7%	.	1%	-10%	-4.3%	2%	1.1	12	1	-2%
CCOC(=O)c1cnn(-c2nc(-c3ccccc3F)cs2)c1C(F)(F)F	2%	i	4%	-4%	-1.8%	-15%	1	7	11	-6%
Cc1ccc(/C=N/NC(=O)c2csc3c2CCCC3)cc1	15%	i	12%	3%	-11%	9%	1	19	17	6%
Cc1ccc(S(=O)(=O)NC(CC(C)C)C(=O)Oc2ccc3c4c(c(=O)oc3c2)CCC4)cc1 (stereo not given)	8%	i	3%	4%	-3.1%	-117%	1	-18	-22	9%
C=CCn1c(N2CCOCC2)nc2c1c(=O)[nH]c(=O)n2C	-7%	i	-7%	-8%	-1.8%	-4%	1.1	-14	-3	-1%
O=C(COC(=O)/C=C/c1ccc(Cl)cc1)NCCN1C(=O)CSC1=O	-15%	i	-10%	-2%	-17%	8%	1.3	-6	-3	3%
Cc1ccc2cc3c(NC(=O)C4CCCO4)nn(CC(C)C)c3nc2c1 (stereo not given)	6%	i	10%	-8%	-6.8%	-14%	1.1	-5	8	1%
CCOC(=O)C(C)Sc1nnc(CSc2nc3nc(C)cc(C)n3n2)o1 (stereo not given)	-12%	i	-9%	-5%	1.3%	7%	1.1	-2	1	1%
CC(=O)NNc1ncnc2c1cnn2-c1ccccc1	-2%	i	-2%	1%	-5.1%	-2%	2.8	0	6	3%
CC(C)c1nc2sc3c(=O)[nH]cnc3c2c2c1CCCC2	.	i	.	-3%	.	8%	.	.	.	5%
CC(=O)N1CCCc2cc(S(=O)(=O)Nc3ccc4c(c3)OCO4)ccc21	14%	i	18%	2%	-8.6%	0%	1	1	-9	12%
Cc1nc(CN2CCCCC2)cc(=O)[nH]1	7%	i	8%	-6%	-5.0%	-5%	1	5	-6	0%
CCCCOc1ccc(NC(=O)CCSc2nccn2C)cc1	-3%	i	6%	-3%	-7.5%	-5%	1	0	10	2%
COc1cccc(C(=O)NC2CC3CCCC(C2)N3CC(=O)Nc2ccc(N(C)C)cc2)c1 (stereo not given)	0%	i	13%	-7%	-6.1%	-2%	1.1	1	1	8%
CSCCC(NC(=O)C1CCC(C)CC1)C(=O)NCc1ccco1 (stereo not given)	0%	i	5%	0%	-4.0%	-13%	1.1	-3	-11	6%
COc1cc(C(=O)OCC(=O)c2cc(C)n(C)c2C)cc(OC)c1OC	-3%	i	1%	-3%	-6.3%	0%	1.1	5	6	0%
CCCOc1ccc(Cn2cnc3ccccc32)cc1	2%	i	6%	6%	-5.3%	-2%	1	2	8	7%
Cc1ccccc1-c1nc(S(=O)(=O)c2ccc(Cl)cc2)c(NCCN2CCOCC2)o1	-2%	i	5%	-1%	-5.8%	-5%	1	.	.	1%
CCc1ccc(S(=O)(=O)Nc2cc(SCC(=O)O)c(O)c3ccccc23)cc1	7%	i	-10%	-15%	-5.1%	.	0.8	0	-16	.
O=CNc1ccc(S(=O)(=O)NCc2ccccc2)cc1	-8%	i	-8%	-6%	-1.5%	-5%	1.1	-13	-4	6%
Cc1ccc(C)c(NC(=O)CCC(=O)N/N=C/c2ccc[nH]2)c1	-15%	i	-20%	-5%	1.0%	-2%	1	38	-1	3%
CC(C)CCNC(=O)CN(C)S(=O)(=O)c1cccc2nsnc12	6%	i	-1%	-1%	-4.2%	12%	1.1	-34	-30	2%
CCc1ccccc1OCC(=O)Nc1nc(-c2cccnc2)cs1	-9%	i	-8%	3%	-4.2%	-1%	1.6	57	73	-19%
Cn1c(CN2CCCC2)nc2cc(NC(=O)c3cccs3)ccc21	-22%	i	-28%	-4%	-3.8%	6%	1.1	10	-2	-3%
O=C(Cc1ccc(Br)cc1)Nc1cccc(Cl)c1	17%	i	15%	-3%	-5.3%	-9%	1	18	8	-6%
Cc1ccc(Cl)c2c1NC(=O)C2(O)CC(=O)c1ccc(F)cc1 (stereo not given)	-6%	i	-11%	-1%	-3.9%	15%	0.9	-31	-4	11%
O=C(c1ccc([N+](=O)[O-])cc1)N(c1ccccn1)c1ccccn1	-9%	i	-4%	3%	-1.8%	6%	1	5	-6	4%
O=C(NCc1ccco1)c1ccc2c(=O)n(-c3ccccc3)c(=O)n(Cc3cccc(F)c3)c2c1	11%	.	9%	-2%	-5.8%	-16%	1.1	-15	-20	1%
O=C(c1cc2ccccc2oc1=O)N(c1ccc(Cl)cc1)C1C=CS(=O)(=O)C1 (stereo not given)	9%	i	7%	-3%	-2.0%	12%	1	0	-9	1%
COc1ccc(CCNC(=O)c2nnc(Cc3c(F)cccc3Cl)o2)cc1OC	-1%	i	3%	-8%	0.5%	0%	1.1	7	-1	1%
Cc1ccc(-n2c(Cc3cccc4ccccc34)n[nH]c2=S)c(C)c1	15%	i	16%	1%	-6.5%	1%	2	8	12	1%
Cc1ccccc1OCCCC(=O)Nc1ccc2c(c1)OCO2	-2%	i	6%	4%	-4.8%	-1%	1.1	6	0	6%
